# HDAC3 inh = HDAC3 deacetylase inhibitors, primary screen, biochemical, fluorescence, cell-free homogeneous | Histone deacetylase 3 (Homo sapiens), O15379 | recombinant HDAC3, fluorogenic peptide/trypsin coupled | inhibition, % at 8.3 µM | 320,000 compounds, 0.15% hits | AID 2718, 2010; in the data active = inhibition above about 26%, passing the limit was not always enough
# Target sequence (O15379 whole entry, looked up): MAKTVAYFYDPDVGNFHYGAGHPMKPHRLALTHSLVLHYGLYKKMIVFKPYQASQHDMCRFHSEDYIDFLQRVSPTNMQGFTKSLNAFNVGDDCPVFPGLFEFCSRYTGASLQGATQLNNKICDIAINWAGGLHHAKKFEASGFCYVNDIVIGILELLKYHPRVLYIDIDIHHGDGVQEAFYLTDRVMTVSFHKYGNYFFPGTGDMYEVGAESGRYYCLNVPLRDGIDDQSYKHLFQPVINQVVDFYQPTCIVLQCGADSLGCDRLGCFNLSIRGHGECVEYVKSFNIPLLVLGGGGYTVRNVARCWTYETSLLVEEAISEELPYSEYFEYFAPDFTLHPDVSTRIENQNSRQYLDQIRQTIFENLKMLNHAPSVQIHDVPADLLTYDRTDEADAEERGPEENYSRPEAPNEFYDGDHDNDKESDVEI
# GSK3beta inhib = human GSK3beta kinase inhibitors, primary screen, biochemical, cell-free homogeneous, HTS. Glycogen synthase kinase-3 beta (Homo sapiens), P49841. GST-GSK3beta kinase, ADP-Glo luminescence, 60 min; active compounds read low. activity score (negative = inhibition), % at 10 µM. 300,000 compounds, 0.038% hits. AID 2097, 2009;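 active = more than half of replicate wells score below -50%, meaning over 50% inhibition versus plate controls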;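 note: 0% = median DMSO wells and -100% = median GW8510 positive control wells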
#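 Test system: GST-fused GSK3beta enzyme, cell-free | Quantity: 1.6 ng GST-GSK3beta enzyme per well | Reagent: 25 µM ATP with peptide substrate | Schedule: 60 min enzyme reaction, room temperature | Signal: Luminescent ADP-Glo measurement of ADP formed | Read-out basis: Score relative to plate controls | Control set: DMSO and 20 µM GW8510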
# hERG protect = hERG rescue from dofetilide block, primary screen, cell-based, CHO-hERG, FluxOR thallium flux, dofetilide IC70; Voltage-gated inwardly rectifying potassium channel KCNH2 (Homo sapiens), Q12809; activation (rescue from dofetilide block), less the hit threshold, % at 10 µM; AID 1511, 2009; dofetilide IC70 present; 310,000 compounds, 0.51% hits;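 active = activation above the mean of controls blocked by dofetilide plus 5 SD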;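 note: thallium influx through hERG after potassium depolarization seen as dye fluorescence rise; in these data hits start at about 4.7%; inactives centre near -7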
# RGS4 pot = RGS4 potentiators or activators, primary screen, cell-based, HEK293 M3R inducible RGS4, calcium flux; 310,000 compounds, 0.92% hits; B-score at 10 µM; carbachol calcium flux Fluo4; active compounds read low;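 active = B-score of the integrated calcium signal more than 4 SD below the library mean, with starting fluorescence not abnormally high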;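 note: negative B-score means reduced calcium response which marks RGS4 activation or potentiation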
#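 Also added: carbachol at ECmax as muscarinic agonist stimulus; Assay system: HEK293 cells with stable M3R and inducible RGS4; Timing: overnight RGS4 induction, 30 min dye load 37 °C, 20 min compound RT; Measured by: Fluo4-AM (2 µM) calcium-flux fluorescence, kinetic read.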
# PolyA inhibitor = polyadenylation inhibitors in yeast reporter cells, primary screen, luminescence, S. cerevisiae | S. cerevisiae SKY197-pL101 polyadenylation reporter, beta-gal luminescence; efflux-impaired pdr1/pdr3 knockout yeast; score 100 = 6 SD above DMSO | calls only at 12 µM | 300,000 compounds, 0.02% hits | AID 1875, 2009;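 active = lowest replicate activity score at least 50, where 100 means six control SD above control mean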;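 note: yeast exposed to compound for 9 h at 30 °C; higher score means more reporter readthrough which indicates perturbed polyadenylation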
# KCNQ1 pot = potentiators or activators of KCNQ1 channel, primary screen, cell-based, thallium flux, high-throughput; Potassium voltage-gated channel subfamily KQT member 1 (Homo sapiens), P51787; CHO-K1 KCNQ1, thallium flux FluxOR fluorescence; active compounds read high; B-score at 10 µM; 310,000 compounds, 0.35% hits; AID 2648, 2010;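 active = fluorescence ratio B-score, a plate-corrected score, at least three library SD, with initial intensity B-score within 5 SD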
#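 Doses: Single concentration per compound, DMSO matched to controls | Test system: KCNQ1-transfected CHO-K1 cells | Timing: 90 min dye loading and 20 min compound exposure, both at room temperature | Measured by: Kinetic FluxOR thallium fluorescence, 10-s 1-Hz baseline, 110-s post-stimulus read | Medium: Assay buffer with matched DMSO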
# Dyrk1A ADPGlo = rat Dyrk1A kinase inhibitors, primary screen, biochemical, single point, plate reader. ADP-Glo luminescence, NFATc1 peptide. inhibition, % at 12.5 µM. 310,000 compounds, 0.43% hits. AID 504441, 2011; in the data active = inhibition above about 50%;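 note: plate controls were vehicle with enzyme for no effect and no enzyme for full effect; many of its hits are not listed in these tables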
# KCNQ1 block = inhibitors of human KCNQ1 channel, primary screen, cell-based, thallium flux, high-throughput | Potassium voltage-gated channel subfamily KQT member 1 (Homo sapiens), P51787 | CHO-K1 KCNQ1, FluxOR thallium flux fluorescence; active compounds read high | B-score at 10 µM | 310,000 compounds, 1.3% hits;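 active = compounds whose thallium flux B-score, printed positive for inhibition, exceeds three library SD while starting fluorescence stays within three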;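 note: channel opened by potassium depolarization with thallium stimulus after 20 min compound exposure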
# GSK3 alpha inh = blockers of GSK3A enzyme activity – biochemical, luminescence, cell-free homogeneous, HTS, primary screen | 320,000 compounds, 0.1% hits | AID 2650, 2010 | GSK-3 alpha kinase, ADP-Glo luminescence, 60 min | inhibition, % at 10 µM;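 in the data active = inhibition above about 50%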;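 note: GST-tagged GSK-3 alpha with peptide substrate and 25 µM ATP; 0% = DMSO neutral wells and 100% = GW8510 positive control wells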
# KCNK9 inh = KCNK9 potassium channel inhibitors, primary screen, HEK293 cells, thallium flux. B-score at 10 µM. 310,000 compounds, 1.2% hits. Potassium channel subfamily K member 9 (Homo sapiens), Q9NPC2. FluxOR thallium flux fluorescence; active compounds read low;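 active = ratio B-score over 3 SD below the library mean, with starting fluorescence within 5 SD of its mean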;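 note: negative B-score means less thallium flux so channel inhibition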
# Target sequence (Q9NPC2 whole entry, looked up): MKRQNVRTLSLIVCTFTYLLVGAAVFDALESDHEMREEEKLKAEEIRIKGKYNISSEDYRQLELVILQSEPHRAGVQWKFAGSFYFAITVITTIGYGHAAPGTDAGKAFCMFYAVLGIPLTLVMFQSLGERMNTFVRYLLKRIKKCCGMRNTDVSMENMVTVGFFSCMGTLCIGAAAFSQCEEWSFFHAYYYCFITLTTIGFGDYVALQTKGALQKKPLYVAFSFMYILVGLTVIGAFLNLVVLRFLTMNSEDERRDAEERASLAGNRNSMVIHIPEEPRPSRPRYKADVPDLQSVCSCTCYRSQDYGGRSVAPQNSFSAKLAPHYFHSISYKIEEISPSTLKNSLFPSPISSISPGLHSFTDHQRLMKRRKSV
# KCNK3 block = human KCNK3 channel inhibitors, primary screen, CHO cells, FluxOR thallium flux, B-score; Potassium channel subfamily K member 3 (Homo sapiens), O14649; FluxOR fluorescence; active compounds read low; B-score at 10 µM; 340,000 compounds, 0.84% hits;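 active = B-score under library mean minus 4 SD, starting fluorescence ratio at most library mean plus 5 SD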;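 note: more negative B-score means stronger inhibition of thallium flux through KCNK3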
# The depositor's hits bear a star; i = inactive; . = no result given. An excerpt. The share of hits here may be higher or lower than overall.
SMILES,HDAC3 inh,GSK3beta inhib,hERG protect,RGS4 pot,PolyA inhibitor,KCNQ1 pot,Dyrk1A ADPGlo,KCNQ1 block,GSK3 alpha inh,KCNK9 inh,KCNK3 block
O=S(=O)(NC1CCCCC1Sc1ncccn1)c1ccc(Cl)cc1 (centres undefined),1,2,-6,i,i,i,0,i,0,i,i
CCOC(=O)CCCNC(=O)CCNC(=O)c1ccc(OCCC(C)C)cc1,-3,-3,-17,i,i,i,.,i,3,i,i
CN(C)c1nc(N(C)C)nc(N(C#N)CN2C(=O)c3ccccc3S2(=O)=O)n1,-6,3,-17,i,i,i,7,i,-2,i,i
CCc1ccc(NC(=O)C2CCCN2c2nn3c(=O)cc(C)nc3s2)cc1 (centres undefined),0,3,-3,i,i,i,2,i,-1,i,i
CCOc1ccc(NC(=O)NNC(=O)c2ccc(Cl)cc2Cl)cc1,5,2,-4,i,i,i,6,i,-1,i,i
CCc1nnc(NS(=O)(=O)c2ccc(N/C=C/C(=O)c3ccc(OC)cc3)cc2)s1,0,4,-8,i,i,i,1,i,-3,i,i
COc1ccc(C(=O)Nc2cc(OCc3ccccc3)c(Cl)cc2Cl)cc1,4,5,-16,i,i,i,-2,i,0,-16*,i
CC1CCN(C(=O)CNC(=O)c2cccc(OC(F)F)c2)CC1,3,-1,-15,i,i,i,-1,i,-1,i,i
O=C(COc1ccc2c(c1)oc(=O)c1ccccc12)NCCN1CCOCC1,5,5,-6,i,i,i,9,i,0,i,i
CCCCN(C(=O)NC(=O)Nc1ccc(C)cn1)S(C)(=O)=O,-18,7,-4,i,.,i,2,i,-1,i,i
CCOC(=O)c1sc(NC(=O)CSc2nnnn2-c2ccc(C)cc2)c(C(=O)OCC)c1C,4,1,-6,i,i,i,-4,i,-1,i,i
Cc1ccc2nc(NC(=O)Cc3cccs3)sc2c1,-4,1,-17,i,i,i,22,i,5,i,i
CC(=O)Oc1ccccc1C1=NN(C(C)=O)C(c2ccccc2)C1 (centres undefined),2,1,-6,i,i,i,4,i,0,i,i
Cn1c(C(=O)NCCN2CCN(c3ccccc3F)CC2)cc2c(=O)n(C)c3ccccc3c21,-2,0,-18,i,i,i,2,i,.,i,i
CCc1ccccc1OCCCOc1ccc(OC)cc1,11,-1,-5,i,i,i,-2,i,-2,i,i
Cc1ccc(C)c(N(C)C(=O)c2ccc3c(=O)n4c(nc3c2)CCCCC4)c1,-7,0,-9,i,i,i,4,i,0,i,i
COc1cccc(CNC(=O)CCCc2c[nH]c3ccccc23)c1,2,-3,-8,i,i,i,4,i,0,i,i
COc1ccc(CC(=O)Nc2c3c(nn2-c2cccc(Cl)c2)CS(=O)C3)cc1 (centres undefined),1,-2,-4,i,i,i,0,i,-2,i,i
CC(C(=O)Oc1ccc2c(c1)OCO2)N1C(=O)c2ccccc2C1=O (centres undefined),6,3,-8,i,i,i,.,i,-1,i,.
O=C(NCCc1ccc(F)cc1)C(=O)NCC1CCCN1S(=O)(=O)c1ccccc1 (centres undefined),-1,-1,-21,-9.3*,i,i,-6,i,0,i,i
O=C(c1ccc(OC2CCN(Cc3ccccn3)CC2)cc1)N1CCC[C@H]1CO,-1,-4,-7,i,i,i,5,i,1,i,i
CCC1CN(C(=O)NCc2ccc(F)cc2)c2cc(Cl)ccc2O1 (centres undefined),10,1,-2,i,i,i,-3,i,-2,i,i
COc1ccc(S(=O)(=O)N2CCCCC2)cc1NC(=O)c1ccc([N+](=O)[O-])o1,-1,1,-10,i,i,i,.,i,-1,i,i
COc1ccc(-c2csc(Cc3nnc(N4CCOCC4)n3-c3ccccc3)n2)cc1,8,1,-1,i,i,i,2,i,-1,i,i
CC(C)(C)OC(=O)NC(CO)c1cn([C@@H](Cc2cc3ccccc3[nH]2)C(=O)N2CCN(C(=O)OC(C)(C)C)CC2)nn1 (some centres undefined),8,-1,-3,i,i,i,2,i,.,i,i
# Further structures
SMILES,HDAC3 inh,GSK3beta inhib,hERG protect,RGS4 pot,PolyA inhibitor,KCNQ1 pot,Dyrk1A ADPGlo,KCNQ1 block,GSK3 alpha inh,KCNK9 inh,KCNK3 block
COc1cc(-c2nc3cnccn3c2NC(C)(C)CC(C)(C)C)ccc1O,1,1,-6,i,i,i,33,i,3,i,i
Cc1cc(C)c(NC(=O)CNC(=O)COC(=O)CN2C(=O)NC3(CCCC3)C2=O)c(C)c1,-3,1,-8,i,i,i,14,i,3,i,i
C=CCSc1nccc(-c2cc(Cl)sc2Cl)n1,6,-2,-5,i,i,i,-2,i,-1,i,i
Cc1cccc(C)c1NC(=S)NCCSc1ccc(Cl)cc1,1,-1,-15,i,i,i,.,6*,-1,i,i
Cc1ccc(N2CCN(S(=O)(=O)c3ccc(-n4cnnn4)cc3)CC2)c(C)c1,1,-3,1,i,i,i,-5,i,0,i,i
CC1=CCC(C(=O)O)C(C(=O)Nc2cccnc2)C1 (centres undefined),3,2,-14,i,i,i,-8,i,-1,i,i
COc1ccc(OC)c(C2C3=C(COC3=O)Nc3cc4c(cc32)OCO4)c1 (centres undefined),-1,0,-6,i,i,i,0,i,.,i,i
COc1cccc(CNc2ccc(N3CCC(C)CC3)cc2)c1OC,5,-3,-3,i,i,i,-2,i,-1,i,i
C=CCN(c1cccc(C(F)(F)F)c1)S(=O)(=O)c1cccc(C(=O)OCC(=O)NC(N)=O)c1,2,1,-8,i,i,i,-1,i,0,i,i
COc1ccc(-c2coc3cc(OC4OC(CO)C(O)C(O)C4O)ccc3c2=O)cc1 (centres undefined),10,1,-9,i,i,i,1,i,-2,i,i
CCN(CC)c1ccc(/C=N/NC(=O)c2ccccn2)cc1,-1,0,0,i,i,i,-2,i,-1,i,i
COc1cc(-n2c(=O)c3ccccc3n(CC(=O)c3ccc(F)cc3)c2=O)cc(OC)c1OC,-9,-5,-10,i,i,i,1,i,.,i,i
COc1ccc2cc(CCNC(=O)c3ccc4c(c3)OCO4)c(=O)[nH]c2c1,16,-1,-9,i,i,i,0,i,0,i,i
COCCn1c(=O)[nH]c2cc(C(=O)N3CCN(c4ccc(Cl)cc4)CC3)ccc2c1=O,4,4,-4,i,i,i,-4,i,1,i,i
Cc1ccc(C)c2c1cc(C)c1nnc(SCC(=O)Nc3cccc(C(=O)O)c3)n12,0,2,-6,i,i,i,-4,i,-1,i,i
CC(NC(=O)c1ccc(OC2CCN(Cc3ccccn3)CC2)cc1)c1nccs1 (centres undefined),3,-2,-5,i,i,i,-7,i,-1,i,i
Cc1ccc(C(=O)OCC(=O)N2CCC(C)CC2)cc1S(=O)(=O)N1CCCCC1,-5,0,-9,i,i,i,-3,i,2,i,i
CC(=O)c1c(C(C)=O)c(C)n(NC(=O)c2ccccc2Cl)c1C,-6,0,-8,i,i,i,-2,i,-1,i,i
O=S(=O)(NCc1cccs1)c1ccc(Br)s1,-35,-3,-9,i,i,i,.,i,-2,i,.
CCc1ccc(S(=O)(=O)Nc2cc3c(cc2N2CCCCC2)n(C)c(=O)c(=O)n3C)cc1,5,-3,-15,i,i,i,-4,i,9,i,i
CCc1ccccc1NC(=O)COc1cccc(-n2cnnn2)c1,-5,-2,-6,i,i,i,-4,i,0,i,i
CCOC(=O)CC1(C)SC(NC(C)=O)=NN1C(C)=O (centres undefined),-3,0,-3,i,i,i,2,i,-1,i,i
N#CC1=C(N)NC(SCC(=O)Nc2ccc(Br)cc2)=C(C#N)C12CCCCC2,18,2,-14,i,i,i,4,9*,.,i,i
CCSC1=NCCN1C(=O)Cc1ccc(-c2ccccc2)cc1,8,3,-10,i,i,i,-2,i,-1,i,i
Cc1ccc2c(=O)cc(C(F)F)oc2c1,.,-3,-7,i,i,i,5,i,.,i,i
CC(=O)N1CCN(S(=O)(=O)c2cccc(C(=O)Nc3nccs3)c2)CC1,-4,-12,-3,i,i,i,1,i,-2,i,i
Cc1c(Cl)cccc1NC(=O)CCC(=O)NNC(=O)c1ccccc1Cl,-5,0,-2,i,i,i,-4,i,-1,i,i

# Molecules above containing fluorine (seven):
SMILES,HDAC3 inh,GSK3beta inhib,hERG protect,RGS4 pot,PolyA inhibitor,KCNQ1 pot,Dyrk1A ADPGlo,KCNQ1 block,GSK3 alpha inh,KCNK9 inh,KCNK3 block
CC1CCN(C(=O)CNC(=O)c2cccc(OC(F)F)c2)CC1,3,-1,-15,i,i,i,-1,i,-1,i,i
Cn1c(C(=O)NCCN2CCN(c3ccccc3F)CC2)cc2c(=O)n(C)c3ccccc3c21,-2,0,-18,i,i,i,2,i,.,i,i
O=C(NCCc1ccc(F)cc1)C(=O)NCC1CCCN1S(=O)(=O)c1ccccc1 (centres undefined),-1,-1,-21,-9.3*,i,i,-6,i,0,i,i
CCC1CN(C(=O)NCc2ccc(F)cc2)c2cc(Cl)ccc2O1 (centres undefined),10,1,-2,i,i,i,-3,i,-2,i,i
C=CCN(c1cccc(C(F)(F)F)c1)S(=O)(=O)c1cccc(C(=O)OCC(=O)NC(N)=O)c1,2,1,-8,i,i,i,-1,i,0,i,i
COc1cc(-n2c(=O)c3ccccc3n(CC(=O)c3ccc(F)cc3)c2=O)cc(OC)c1OC,-9,-5,-10,i,i,i,1,i,.,i,i
Cc1ccc2c(=O)cc(C(F)F)oc2c1,.,-3,-7,i,i,i,5,i,.,i,i

# Compound activity (PubChem BioAssay)
